DT40 TDP1 no CPT: qHTS for Inhibitors of human tyrosyl-DNA phosphodiesterase 1 (TDP1): qHTS in cells in absence of CPT | DT40 Tdp1-/- hTDP1 cells, no CPT, ATP luminescence, 48 h | Potency, µM (titrated, usually from 46.2 µM), without a hit: at the top dose activity change, negative = growth inhibition, hits mostly inhibitors | hit rate 15% among 420,000 | AID 686978, 2013; further: nearly all actives have a fitted effect of over 55% in size
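DT40 Tdp1-/-;hTDP1 cells, no CPT (DMSO vehicle only), 400 cells/well; compounds pin-transferred; ≥48 hr, 37 °C; CellTiter-Glo 30 min RT dark, luminescence read.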
TDP1 inh: TDP1 (human) enzyme inhibition | recombinant TDP1, AlphaScreen DNA substrate cleavage | hit rate 0.28% among 350,000 | Potency, µM (highest dose often 130 µM), without a hit: at the highest dose activity change, negative = inhibition, most hits filed as inhibitors | AID 485290; further: nearly all actives have a fitted effect of over 40% in size
Target sequence (Q9NUW8 whole entry, looked up): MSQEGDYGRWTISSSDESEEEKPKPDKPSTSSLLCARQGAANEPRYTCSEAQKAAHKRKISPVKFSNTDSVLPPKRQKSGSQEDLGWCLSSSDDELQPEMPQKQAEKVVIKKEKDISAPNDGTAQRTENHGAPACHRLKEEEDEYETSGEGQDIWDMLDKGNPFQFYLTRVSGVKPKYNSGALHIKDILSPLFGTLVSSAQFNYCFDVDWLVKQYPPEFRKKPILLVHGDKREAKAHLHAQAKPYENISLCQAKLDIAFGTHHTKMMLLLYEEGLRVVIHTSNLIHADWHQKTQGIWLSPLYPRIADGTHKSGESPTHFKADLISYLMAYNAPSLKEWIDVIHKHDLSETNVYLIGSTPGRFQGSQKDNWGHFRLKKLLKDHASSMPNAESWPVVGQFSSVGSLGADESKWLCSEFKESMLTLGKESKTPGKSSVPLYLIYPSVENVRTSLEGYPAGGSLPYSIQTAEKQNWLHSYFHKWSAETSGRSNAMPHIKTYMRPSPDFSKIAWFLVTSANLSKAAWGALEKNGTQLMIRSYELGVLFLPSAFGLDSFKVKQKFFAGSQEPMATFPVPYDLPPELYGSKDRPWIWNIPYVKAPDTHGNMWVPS
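Compounds were preincubated with Tdp1 (1 nM final) for 15 min at room temperature before substrate (15 nM final) started a 5 min reaction; beads (10 ug/ml final) were then added for 10 min before AlphaScreen detection.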
DT40 TDP1 CPT: growth inhibition of DT40 Tdp1-/-;hTDP1 cells with camptothecin (screen for TDP1 inhibitors). Potency, µM (top dose mostly 46.2 µM), for the others: at the top dose activity change, negative = growth inhibition, most hits filed as inhibitors. chicken DT40 Tdp1-/-;hTDP1 cells + 20 nM CPT, ATP luminescence, 48 h. hit rate 12% among 420,000. AID 686979; further: nearly all actives have a fitted effect of over 55% in size
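Cell growth measured by CellTiter-Glo luminescence after a minimum 48 h, 37 C compound exposure with 20 nM CPT in Tdp1-knockout DT40 cells stably expressing hTDP1, seeded 400/well; qHTS titration format.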
* hit, by the source's call; ? = inconclusive; / = no result given; [ ] = dose if it differs, or a comment. The call rests on the fitted dose curve; in most records, active means well fitted curve in the direction sought with a large enough effect; inconclusive means small, poorly fitted or top-dose-only effect, or another doubt; inactive means no such curve, though single readings can be large; an effect the other way counts as inactive or inconclusive. On the % scale 0 is the no-effect control and ±100 the full control effect; potency means the concentration at half of the fitted maximal effect.

mol,TDP1 inh,DT40 TDP1 no CPT,DT40 TDP1 CPT
CCOC(=O)/C(C#N)=C1/SC(CCO)C(=O)N1c1ccccc1 (stereo not given),6%,?,?
Cc1ccc(N(C)S(=O)(=O)c2cccc(C(=O)N(C)Cc3cnn(-c4ccccc4)c3)c2)cc1,8%,?,?
COc1ccc2c(c1)C1C=CCC1C(c1cc3c(cc1Br)OCO3)N2 (stereo not given),10%,18µM*,?
Cn1c(CSCC(=O)Nc2ccccc2)nnc1SCc1ccccc1,-5%,-16%,-10%
COc1cc(C(=O)NC(=S)N2CCCCCC2)cc(OC)c1OC,5%,?,14%
CC(NCCOc1ccccc1F)C(=O)Nc1ccc(S(N)(=O)=O)cc1 (stereo not given),/,7%,13%
CC(NC(=O)C(=O)N1CCCCC1)C(c1cccs1)N1CCN(c2ccccc2F)CC1 (stereo not given),3%,?,?
Cc1ccsc1-c1nc(CN2C[C@@H](C)O[C@@H](C)C2)c(C)o1,6%,-17%,?
CC1CCCC(C)N1/N=C/c1ccccc1Br (stereo not given),/,?,?
COc1ccc(S(=O)(=O)N(C)C[C@H]2Oc3ccc(NC(=O)c4ccncc4)cc3C(=O)N([C@H](C)CO)C[C@@H]2C)cc1,0%,-19%,-21%

Part of the list above with just TDP1 inh and DT40 TDP1 no CPT.
smiles,TDP1 inh,DT40 TDP1 no CPT
COc1cc(C(=O)NC(=S)N2CCCCCC2)cc(OC)c1OC,5%,?
CC(NCCOc1ccccc1F)C(=O)Nc1ccc(S(N)(=O)=O)cc1 (stereo not given),/,7%
CC(NC(=O)C(=O)N1CCCCC1)C(c1cccs1)N1CCN(c2ccccc2F)CC1 (stereo not given),3%,?

(more compounds)
mol,TDP1 inh,DT40 TDP1 no CPT,DT40 TDP1 CPT
Cc1ccccc1N1C(=O)C2ON(c3ccccc3)C(c3ccncc3)C2C1=O (stereo not given),4%,-9%,-7%
O=c1cn[nH]c2ccccc12,/,-1%,-5%
COC(=O)[C@@H](Cc1ccccc1)NC(=O)[C@H]1O[C@@H](n2cnc3c(N)ncnc32)[C@H](O)[C@@H]1O,/,-1%,8%
NC1=NC(c2ccc(Cl)cc2)N(c2ccc(S(N)(=O)=O)cc2)C(N)=N1 (stereo not given),-1%,-5%,5%
Cc1ccc(S(=O)(=O)NC(=O)N(CCC#N)Cc2ccccc2)cc1,/,21%,30%[activator]
Cn1c(SCC(=O)NC2CCS(=O)(=O)C2)nc2ccccc21 (stereo not given),1%,-25%,-17%
Cc1cc(OCC(F)(F)C(F)(F)C(F)(F)C(F)(F)C(F)(F)C(F)F)nc(N)n1,2%,?,-22%
Cc1ccc(-c2csc3ncnc(NS(=O)(=O)c4ccc(Cl)cc4)c23)cc1,4%,-29%,-10%
COc1ccc(N2CCN(S(=O)(=O)c3ccc4c(c3)NC(=O)C(C)C(=O)N4)CC2)cc1 (stereo not given),/,?,?
COc1ccc(NC(=O)CN(C)Cc2cccs2)cc1Cl,0%[0.0935 µM],?,?

More compounds follow.
mol,TDP1 inh,DT40 TDP1 no CPT,DT40 TDP1 CPT
Nc1ccc(Nc2nc(-c3cccs3)cs2)cc1,-3%,3%,?
CC(C)Cc1nc2cc(NS(=O)(=O)N(C)C)cc(C(=O)N3CCOc4ccccc4C3)c2n1C,/,-15%,-2%[9.04 µM]
COCCCNC(=S)NNC(=O)c1cc(Cl)c(O)c(Cl)c1,0%,-15%,-1%
O=C1CCCCC1Sc1ccc(Cl)cc1[N+](=O)[O-] (stereo not given),/,-20%,-12%
CC(=O)N(C(C)=O)N1C(=O)/C(=C/c2ccc(Cl)cc2)SC1=S,8%,?,?
CCCC(C(=O)NC1CCCC1)N(CCN(CC)CC)C(=O)c1snc(C(N)=O)c1N (stereo not given),/,-8%,-4%
COc1cccc(NC(=O)Cn2nc(N3CCN(c4ccccc4)CC3)ccc2=O)c1,5%,?,?
CCOC(=O)CNC(=S)N(CCCN1CCCCC1)Cc1cccs1,-5%,-6%,-16%
CC1(c2nnc(-c3cccc(Cl)c3)o2)CC(c2cccc([N+](=O)[O-])c2)=NO1 (stereo not given),/,?,-24%
CCCC1=Nc2cc(C(=O)NCCCN3CCOCC3)ccc2Sc2ccccc21,5%,-21%,-29%

(cont.)
mol,TDP1 inh,DT40 TDP1 no CPT,DT40 TDP1 CPT
Cc1cc(N/N=C2/CCCc3ccccc32)nc2ccccc12,6%,10µM*,?
COc1ccc(NC(=O)CN2C(=O)NC(C)(C3CCCCC3)C2=O)c(OC)c1 (stereo not given),1%,-14%,-28%
CC(=O)Oc1cc2c(cc1Cl)C1(CC(c3ccccc3Cl)O2)CC(C)(C)NC(=S)N1 (stereo not given),2%,2.6µM*,3.3µM*
O=C(O)c1cc(S(=O)(=O)NCCCN2CCCC2=O)ccc1Cl,2%,9%,-2%
Cc1ccc(N2C(=O)C(Cl)=C(Nc3c(C)n(C)n(-c4ccccc4)c3=O)C2=O)cc1,3%,13µM*,?
Cc1ccc(OCc2cc(C(=O)NC3CCOC3)no2)cc1C (stereo not given),3%,-4%,-14%
N#C/C(=C\c1ccc(-c2ccc(Br)cc2)o1)C(=O)NCCc1c[nH]c2ccccc12,-3%,?,?
CCOC(=O)Cc1[nH]nc2c1C(c1cccc(OC)c1OC)C(C#N)=C(N)O2 (stereo not given),3%,-7%,-16%
CN(C)c1cccc(C(=O)OCC(=O)N(Cc2ccccc2)C2CCS(=O)(=O)C2)c1 (stereo not given),7%,-18%,-8%
COCCNC(=O)c1onc(CS(=O)(=O)c2cc(C)cc(C)c2)c1C(=O)NCCOC,-2%,-5%,-1%

(list continues)
mol,TDP1 inh,DT40 TDP1 no CPT,DT40 TDP1 CPT
CS(=O)(=O)NCCC1=CCCCC1,-4%,-9%,-4%
COc1cc(NC(=O)c2ccccc2)c(OC)cc1NC(=O)CN1C(=O)NC2(CCCCC2C)C1=O (stereo not given),2%,-29%,-31%
Nc1cc(=O)[nH]c(SCC(=O)Nc2cc(S(=O)(=O)N3CCCCC3)ccc2Cl)n1,2%,-7%,-20%
O=C(NCC1Cc2cc(F)cc(-c3cccnc3)c2O1)c1cnn(-c2ccccc2)c1 (stereo not given),/,?,?
COc1ccccc1CN1CC[C@@]2(CCCN(C(=O)c3c(C)noc3C)C2)C1,/,-17%,-4%
C[C@H](CO)N1C[C@H](C)[C@@H](CN(C)C(=O)c2cnccn2)Oc2cc(C#CCC3CCCC3)ccc2S1(=O)=O,/,?,?
C#CCNC(=O)C[C@@H]1C[C@@]2(C(=O)OCC)CCCC=C2N(Cc2ccco2)C1=O,/,-22%,-5%
O=S(=O)(Nc1cccc(F)c1)c1ccc(S(=O)(=O)N2CCOCC2)cc1,/,?,-20%
COc1ccc(-n2ncc3c2CC(C)(C)CC3NC(=O)CSc2ccccn2)cc1 (stereo not given),2%,?,?
CC(C)C(N)c1csc(Nc2ccccn2)n1 (stereo not given),/,-19%,8%

(next part)
mol,TDP1 inh,DT40 TDP1 no CPT,DT40 TDP1 CPT
CCOC1=C2[C@@H](CN(S(=O)(=O)c3ccc(C)cc3)[C@H]2c2ccccc2F)[C@H]2C(=O)N(C3CCCCC3)C(=O)[C@H]2C1,/,?,?
CCOc1ccccc1OCC(=O)OCC(=O)c1c(C)[nH]c2ccccc12,/,-16%,-12%
O=C(COc1ccccc1)Nn1c(-c2ccccc2)nc2ccccc2c1=O,-1%,-22%,5%
CC(C)(C)c1cc(NC(=O)CSc2nnc(NCc3ccccc3)s2)n(-c2ccccc2)n1,6%,?,?
O=C(CCSc1ccc(Cl)cc1)N1CCCCCC1,-2%,?,?
Cc1ccc2oc(C(=O)Nc3nonc3C)c(C)c2c1,2%,2%,-1%
CCOC(=O)c1c(-c2ccccc2)csc1NC(=O)c1nc(SCC)ncc1Cl,7%,?,-9%
COc1cc(/C=N/NC(=O)c2ccc(=O)[nH]n2)ccc1O,0%,-21%,-25%
COc1ccc(NC(=O)c2cccc(N3C(=O)C4C5C=CC(C6CC56)C4C3=O)c2)cc1 (stereo not given),3%,21µM*,?
CCOC(=O)C1=C(C)NC(C)=C(C(=O)OCC)C1c1cc(N)ccc1OC(F)F,6%,-31%,22%

Five compounds drawn at random from those above:
mol,TDP1 inh,DT40 TDP1 no CPT,DT40 TDP1 CPT
CCOC(=O)C1=C(C)NC(C)=C(C(=O)OCC)C1c1cc(N)ccc1OC(F)F,6%,-31%,22%
O=C(COc1ccccc1)Nn1c(-c2ccccc2)nc2ccccc2c1=O,-1%,-22%,5%
CC(C)(C)c1cc(NC(=O)CSc2nnc(NCc3ccccc3)s2)n(-c2ccccc2)n1,6%,?,?
CCOc1ccccc1OCC(=O)OCC(=O)c1c(C)[nH]c2ccccc12,/,-16%,-12%
COc1ccc(NC(=O)c2cccc(N3C(=O)C4C5C=CC(C6CC56)C4C3=O)c2)cc1 (stereo not given),3%,21µM*,?

New compounds follow:
mol,TDP1 inh,DT40 TDP1 no CPT,DT40 TDP1 CPT
Cc1ccc(-c2nc(NC(=O)c3cc(C(C)(C)C)nn3C)sc2C)cc1Cl,0%,?,?
CN(CCNC(=O)CCNC(=O)Cn1ccc2ccccc2c1=O)Cc1ccccc1,1%,3%,-8%
CC(=O)Nc1cc2c(cc1NC(=O)Cn1nc(-c3ccccc3)ccc1=O)OCCO2,/,-20%,1%
Cc1ccc(C)c(CSc2nnc(-c3ccccn3)n2N)c1,-2%,?,?
COCCSc1nnc(NS(=O)(=O)Cc2ccccc2)s1,2%,-18%,0%
CCCCCCSC1=C(C#N)C(=O)NC2(CCCCC2)S1,8%,-10%,2%
CCOC(=O)C1CN(S(=O)(=O)c2cc(OC)ccc2OC)C1,/,-12%,-4%
O=C(c1cccc(C(F)(F)F)c1)C1CCCN(C(=O)C2CCOCC2)C1 (stereo not given),2%,?,-35%
Cc1ccccc1C(=O)Nc1ccccc1C(=O)NC1CC1,0%,7%,-2%
COCCNC(=O)c1ccc(N2CCCCC2)c(NS(=O)(=O)c2ccc(C)cc2)c1,7%,?,?

The list goes on:
mol,TDP1 inh,DT40 TDP1 no CPT,DT40 TDP1 CPT
Cc1ccc2cc(C(c3nnnn3Cc3ccccc3)N3CCc4ccccc43)c(=O)[nH]c2c1C (stereo not given),-2%,?,?
O=C(NC1CC(=O)N(c2ccc(Cl)cc2)C1)c1cc2ccccc2o1 (stereo not given),3%,-19%,-1%
O=C(NCCN1CCOCC1)c1ccc(CSc2nc3ccncc3n2Cc2ccc(F)cc2)cc1,8%,?,-18%
COc1cc(C(=O)Nc2ccc(Cl)c(C(F)(F)F)c2)cc(OC)c1OC,-5%,23µM*,15µM*
N#C/C(=C\c1cc2ccccc2nc1N1CCOCC1)C(=O)Nc1ccc(N2CCOCC2)cc1,3%,16µM*,13µM*
O=C(CCCc1ccccc1)Nc1nncs1,2%,-2%,-9%
Cc1cccc(OCCn2c(SCC(N)=O)nc3ccccc32)c1,5%[12.3 µM],21µM*,?
O=C(CCSCCC(=O)NCCN1CCOCC1)NCCN1CCOCC1,0%,-4%,11%
COc1ccc(C2CC(=O)C(C=NCCO)=C(O)C2)cc1 (stereo not given),/,8%,-24%
C=CCNC(=S)N1CCN(c2ncc3c(=O)c(C(=O)O)cn(CC)c3n2)CC1,2%,-28%,?

Continuation:
mol,TDP1 inh,DT40 TDP1 no CPT,DT40 TDP1 CPT
Cc1nc(N)sc1-c1csc(Nc2ccccc2)n1,13%,?,?
N#Cc1ccccc1CSc1nnc2ccc3ccccc3n12,-4%,?,-12%
CCNC(=O)C1(C)CCCN(Cc2cccc3ccccc23)C1 (stereo not given),/,?,?
O=C(Nc1cccc(NC(=O)c2cccs2)c1)c1cccnc1,4%,?,-26%
O=C(C1CCCN(c2ncnc3c2nc2n3CCCCC2)C1)N1CCN(c2ccc(F)cc2)CC1 (stereo not given),7%,?,?
Cc1cc(Br)ccc1NC(=O)CN(C)C(=O)C1CSC2(C)CCC(=O)N12 (stereo not given),1%,-3%,-19%
O=C(CCNS(=O)(=O)c1ccc2c(c1)CCN2C(=O)C1CC1)N1CCN(c2ccccc2F)CC1,4%,12µM*,13µM*
COC(=O)c1cccc(NC(=O)Nc2cc(C(=O)NCc3cccc(F)c3)ccc2N2CCCC2)c1,-4%,-15%,3%
Cc1ccn2c(=O)nc(SCC(=O)N3CCCCCC3)nc2c1,/,0%,13%
